# beta cell repl: induces beta-cell replication in MIN6 cells; proliferation, % at 10 µM; MIN6 cells proliferation, ATPlite luminescence, 48 h; cells starved in 0.2% serum; 100% = growth in 10% serum; actives 0.29% (n = 330,000);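 active = compounds whose signal lies at least 3.5 SD above the mean of all wells on their plate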;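 note: 0% = DMSO-treated cells in low-serum medium and 100% = 10% serum control; some compounds called inactive have numbers as strong as hits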
# GRIN3A LBD mod: NR3A (human) ligand-binding domain modulation; NR3A LBD differential scanning fluorimetry, Tm shift; 0% = protein alone, 100% = glycine-bound protein; Tm shift relative to glycine control, % at 25 µM; actives 2.5% (n = 340,000); AID 1259313;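 active = melting temperature shift of at least 10% of the positive control shift, at one fixed dose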
# MPTP block: blocks calcium-induced mitochondrial swelling | isolated mouse mitochondria, Ca2+ swelling absorbance, 30 min | inhibition, % at 10 µM | actives 1.4% (n = 360,000);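 active = inhibition of 50% or more, scaled per plate between neutral and stimulator controls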;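 note: 0% = DMSO wells given calcium and 100% = 1 mM EGTA wells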
# tim23-1 inh: inhibits growth of tim23-1 mutant yeast. S. cerevisiae tim23-1 growth, BacTiter-Glo luminescence, 24 h. inhibition, % at 20 µM. actives 1.3% (n = 330,000);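 active = growth inhibition of the mutant yeast at or above 50%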;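 note: temperature-sensitive mutant grown at 25 °C; plate controls were DMSO-treated mutant yeast for no effect and medium wells lacking yeast for full effect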
# APJ agonist: agonists of human APJ apelin receptor. actives 0.11% (n = 330,000). P35414. activation, % at 20 µM. CHO-K1 APJ PathHunter beta-arrestin, luminescence; 0% DMSO wells, 100% apelin. AID 2520;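 active = activation more than six SD over the plate average, tested at 20 µM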;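 note: 0% = DMSO alone and 100% = apelin-13 at 10 nM; some results filed as inactive read as strong as hits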
# Target sequence (P35414 whole entry, looked up): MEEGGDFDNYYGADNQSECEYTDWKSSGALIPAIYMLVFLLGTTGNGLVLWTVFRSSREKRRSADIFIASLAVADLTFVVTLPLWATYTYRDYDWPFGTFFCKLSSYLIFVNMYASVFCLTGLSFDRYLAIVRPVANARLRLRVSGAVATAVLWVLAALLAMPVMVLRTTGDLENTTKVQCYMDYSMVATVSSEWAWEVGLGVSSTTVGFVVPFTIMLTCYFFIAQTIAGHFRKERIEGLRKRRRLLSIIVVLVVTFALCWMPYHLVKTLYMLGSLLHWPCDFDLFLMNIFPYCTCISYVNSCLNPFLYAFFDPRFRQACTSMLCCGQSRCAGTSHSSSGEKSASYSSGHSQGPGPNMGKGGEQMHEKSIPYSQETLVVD
#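 Material: engineered CHO-K1 APJ arrestin reporter cells; amount: 1000 CHO-K1 reporter cells seeded per well; incubation: compound stimulation 90 min at 25 °C, detection 60 min; signal: luminescent beta-gal fragment complementation, chemiluminescent substrate; read-out basis: APJ agonist activity; controls: DMSO-only wells as negative, 10 nM Apelin-13 as positive control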
# APJ antagonist: antagonists of human APJ apelin receptor; AID 2521; actives 0.32% (n = 330,000); CHO-K1 APJ beta-arrestin complementation, luminescence; inhibition, % at 20 µM;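 active = inhibition above about 40% at 20 µM, limit read from the data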;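 note: cells challenged with 10 nM apelin-13 agonist together with compound; plate controls were apelin-13 plus DMSO wells for no effect and DMSO wells lacking apelin-13 for full effect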
# NALP3 yeast inh: inhibitors of NALP3 inflammasome in yeast | Yeast reconstituted NLRP3/ASC/caspase-1, beta-gal luminescence, 24 h | inhibition, % at 10 µM | actives 0.39% (n = 330,000);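 active = inhibition of 50% or more; inactive = inhibition below 50%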;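 note: plate controls were induced DMSO wells for no effect and uninduced yeast grown without galactose for full effect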
# TIM10 inh: inhibits growth of TIM10 yeast strain; S. cerevisiae TIM10 strain growth, BacTiter-Glo luminescence, 24 h; inhibition, % at 10 µM; actives 1.4% (n = 330,000);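 active = inhibition of 40% or more at the single tested concentration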;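 note: wild-type TIM10 isogenic control strain grown at permissive 25 °C; 0% = DMSO yeast wells and 100% = minimal medium wells without yeast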
# tim10-1 inh: growth inhibitors of tim10-1 mutant yeast. S. cerevisiae tim10-1 ts strain growth, BacTiter-Glo, 24 h. inhibition, % at 20 µM. actives 2.2% (n = 330,000);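 active = inhibition of at least 40%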;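 note: mutant grown at 25 °C; 0% = DMSO wells with yeast and 100% = wells holding no yeast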
# * = called active by the depositor.
compound	beta cell repl	GRIN3A LBD mod	MPTP block	tim23-1 inh	APJ agonist	APJ antagonist	NALP3 yeast inh	TIM10 inh	tim10-1 inh
Cc1ccc(N2CC(C(=O)NC(C)CCc3ccccc3)CC2=O)cc1 (stereo unspecified)	-1	0	-1.8	7	-5	-36	20	-10	-11
COc1cccc(N2CC(C(=O)N3CCC4(CC3)CC(=O)c3ccccc3O4)CC2=O)c1 (stereo unspecified)	0	-2	-0.9	10	-4	12	11	13	15
NS(=O)(=O)c1ccc(NC(=O)COC(=O)c2cc([N+](=O)[O-])ccc2Cl)cc1	0	0	3.3	-4	13	-12	10	-11	4
CCN(c1ccccc1)S(=O)(=O)c1cnc[nH]1	-2	1	-1.1	13	3	-10	3	14	-5
Cn1c(N)c(C(=O)COC(=O)/C=C/c2ccc(Cl)c(Cl)c2)c(=O)n(C)c1=O	2	17*	0.6	0	1	4	12	-10	1
Cc1cc(NC(=O)c2cccc(S(=O)(=O)N3CCOCC3)c2)no1	-3	0	-1.6	5	-2	-5	-8	-7	10
CCN(CC(=O)Nc1cccc(OC)c1)c1ncnc2sc(C)c(C)c12	-2	8	72*	32	0	9	16	1	16
COc1cc(/C=C2\C(=N)N3N=C(S(C)(=O)=O)SC3=NC2=O)cc(OC)c1OCCOc1ccccc1C	-3	33*	2.1	10	1	-13	-1	9	19
CNC(=O)CN(c1ccc(F)cc1)S(=O)(=O)c1cc(C)ccc1OC	0	-3	-1.3	18	-4	-24	-7	-2	0
CN(CCC#N)C(=O)COC(=O)c1ccc2c(=O)n3c(nc2c1)CCC3	2	-1	-0.1	-4	-2	-3	20	2	3
OCCN1CCN(c2nc(-c3ccccc3)c3cc(Cl)ccc3n2)CC1	-4	-1	80*	8	3	-4	30	9	29
CCOc1ncccc1C(=O)N1CCN(S(=O)(=O)c2ccc(Br)cc2Cl)CC1	0	0	0.8	8	-4	2	11	22	12
CCSc1oc(-c2ccco2)nc1S(=O)(=O)c1ccc(F)cc1	2	1	0.0	29	4	1	6	18	36
CCCCc1cc(=O)oc2c(C)c(OCC(=O)N3CCC(C(N)=O)CC3)ccc12	2	-2	-0.2	9	-4	-42	11	1	7
Cc1cccc(NC(=O)c2onc3c2CCCC3)c1C	-5	1	38	6	-2	-6	26	4	0
Cc1n[nH]c(=S)n1/N=C/c1ccccc1OCc1ccc(Cl)cc1	3	-5	9.4	4	-5	7	25	32	28
CC(C)N(Cc1nc(-c2ccccc2)no1)C(=O)c1ccc2c(c1)OCO2	0	0	-0.9	34	-3	-15	14	20	81*
Cc1ccc(S(=O)(=O)NCC2CCC(C(=O)N3CCN(C)CC3)CC2)cc1 (stereo unspecified)	1	-1	1.0	-14	-3	18	13	-1	0
O=C1C=C(N2CCCCCC2)C2(CCCCC2)O1	5	0	0.8	13	-1	-40	4	10	1
CS(=O)(=O)N(CC(=O)Nc1ccc(F)cc1F)c1cccc([N+](=O)[O-])c1	3	0	1.1	-8	-1	5	11	-4	-12
Cc1ccc(C)c2c1cc(C)c1nnc(SCC(=O)Nc3nc4c(s3)CCCC4)n12	-3	-1	0.7	32	-2	6	11	25	26
Cc1cc(C)n2nc(C(=O)OCC(=O)N(C)C3CCCCC3)nc2n1	-4	6	0.3	-4	-2	15	4	-4	-6
O=C1Cc2cc(S(=O)(=O)NCc3ccccc3Cl)cc3c2N1CCC3	0	-1	-0.4	16	-4	-5	10	10	12
Cc1nc(NC(=O)CSc2nnc(N)s2)c(Cl)cc1Cl	-2	0	-6.0	7	0	6	1	-4	15
COC(=O)c1ccc(OCC(=O)N2CCCc3ccccc32)cc1	-2	-1	-1.4	24	-3	-3	19	6	2
CC1(C(=O)O)CCC(C(=O)N2CCOCC2)C1(C)C (stereo unspecified)	-3	0	-5.2	6	-5	9	-6	0	2
O=C(c1coc(=O)c(Br)c1)N1CCCc2ccccc21	-1	0	-7.1	0	1	1	2	5	-5
O=C(Nc1ccc(OC(F)(F)F)cc1)C1CCCCN1S(=O)(=O)c1ccccc1 (stereo unspecified)	-3	-5	3.2	38	-1	-11	2	11	14
CC(C)N1C(=O)N(c2ccccc2)C(C)(O)CC1(C)C (stereo unspecified)	-3	-10	1.2	9	-3	-5	0	-2	-5
Cc1ccc(N2CC(=O)N(NC(=O)c3sc4nc(C)cc(C)c4c3N)CC2=O)cc1	-2	0	2.1	6	-2	8	19	5	-6

# Full records, quoted from the list. Values in the order: beta cell repl, GRIN3A LBD mod, MPTP block, tim23-1 inh, APJ agonist, APJ antagonist, NALP3 yeast inh, TIM10 inh, tim10-1 inh
# `CC(C)N1C(=O)N(c2ccccc2)C(C)(O)CC1(C)C` (stereo unspecified) is entered as -3, -10, 1.2, 9, -3, -5, 0, -2, -5
# `Cc1cc(C)n2nc(C(=O)OCC(=O)N(C)C3CCCCC3)nc2n1` is entered as -4, 6, 0.3, -4, -2, 15, 4, -4, -6

# The results go on:
compound	beta cell repl	GRIN3A LBD mod	MPTP block	tim23-1 inh	APJ agonist	APJ antagonist	NALP3 yeast inh	TIM10 inh	tim10-1 inh
COC(=O)c1c(NC(=O)COC(=O)CNC(=O)C2CCCCC2)sc(C)c1C	-2	-1	-1.0	15	-3	9	8	12	19
CC(CC(=O)Nc1nccs1)c1ccccc1 (stereo unspecified)	-4	-1	-0.7	14	1	7	-23	9	5
Cc1cc(C)cc(NC(=S)NC2CC3CCC(C2)N3Cc2ccco2)c1 (stereo unspecified)	-1	-1	0.0	9	-5	4	9	14	17
Cc1ccc(C2=Nc3ccccc3NC(C)(c3ccc(C)o3)C2)o1 (stereo unspecified)	0	1	-16	33	-2	19	-1	19	31
Cc1ccc2nc(N(CCCN(C)C)C(=O)c3ccc(S(=O)(=O)N4CCCCCC4)cc3)sc2c1	-7	2	0.2	6	3	2	28	15	23
O=C(Nc1nnc(CCS(=O)(=O)c2ccc3ccccc3c2)s1)c1cccs1	0	-11	-0.2	-5	-1	-21	14	0	1
O=C(Nc1ccc(C(=O)O)cc1)Nc1ccc([N+](=O)[O-])cc1	-4	1	14	4	1	13	0	2	3
CC1=CC(C)(C)NC(=S)N1C(C)c1ccccc1 (stereo unspecified)	-1	-1	-0.6	62*	-6	8	6	46*	24
Cn1c(N/N=C\c2cccc(O)c2)cc(=O)n(C)c1=O	-3	0	-0.7	3	-2	5	14	8	-6
C(=C\c1ccccc1)/C=N/Nc1nc(N2CCOCC2)nc(N2CCOCC2)n1	2	1	-2.4	18	0	10	8	14	9
COc1ccc(NC(=O)CN(C)S(=O)(=O)c2ccccc2)c([N+](=O)[O-])c1	6	0	-0.8	-7	-1	-30	-4	-5	19
COc1ccc(Nc2nc(NC(C)(C)C)nc(N3CCOCC3)n2)c(OC)c1	-1	0	-2.0	19	-5	-3	-4	2	7
O=C(Nc1ccncc1)c1sc2ccccc2c1Cl	1	-7	7.1	-22	3	-23	29	-30	-3
COc1nn(CC(=O)N2N=C(C)CC2(O)C(F)F)cc1[N+](=O)[O-] (stereo unspecified)	-3	1	-0.2	-2	-1	-6	-19	-18	2
COc1cc(Cl)c(C)cc1NC(=O)c1ccc(S(C)(=O)=O)cc1	0	-2	-1.7	16	-2	-2	8	13	17
O=C(NNC(=S)Nc1ccccc1)c1cccc(Br)c1	0	1	25	10	-6	20	27	33	17
COC(=O)C(C)Sc1nc(NCc2ccccc2)nc(N(C)C)n1 (stereo unspecified)	0	1	-0.6	38	0	5	17	13	11
Cc1ccccc1OCCn1c(CCNC(=O)C(C)C)nc2ccccc21	-2	-1	0.0	-4	-1	7	7	-8	-3
O=C(c1ccc2c(=O)n3c(nc2c1)CCCCC3)N1CCCCC1	-3	1	-0.2	-10	-2	25	12	6	-3
Cc1ccc(-c2nnn(CC(=O)N(CC3CCCO3)C(C(=O)NC3CCCC3)c3ccc(O)cc3)n2)o1 (stereo unspecified)	-2	2	-0.2	9	-2	18	6	-15	9
COc1ccc(C(=O)NC2CCN(S(=O)(=O)c3ccc(F)cc3)CC2)cc1	-2	2	0.0	0	2	-11	18	-9	-6
O=C(c1ccco1)N1CCN(CCCCOc2cccc3ccccc23)CC1	0	-3	0.6	17	0	-15	31	26	12
CC1CCN(C(=O)C2Cc3ccccc3CN2S(=O)(=O)c2ccc(F)cc2)CC1 (stereo unspecified)	-3	4	20	29	-4	11	28	23	20
COc1c(F)c(F)c(C(=O)O)c(Nc2ccc(C)cc2C)c1F	0	0	0.1	15	-2	-25	13	-5	15
CCCCNS(=O)(=O)c1ccc2nc(-c3cccnc3)cc(C(=O)NC(C)C)c2c1	-1	2	-2.4	-1	-1	1	12	7	-4
CCCc1nc(NC(=O)c2ccccc2)nc(NC(=O)c2ccccc2)n1	0	-1	0.0	6	1	9	11	10	11
CCCCNCCCCOc1ccccc1	-3	4	-0.2	-6	-5	12	7	-5	-10
Cc1ccc(-n2nc(C(=O)O)c(O)cc2=O)cc1	0	-12	0.4	4	-3	13	-2	12	10
CC(Sc1cccc[n+]1[O-])C(=O)Nc1ccc(Oc2ccccc2)cc1 (stereo unspecified)	-3	-2	-3.4	-21	-4	-3	23	0	-5
S=c1[nH]cnc2scc(-c3ccc(Br)cc3)c12	-6	-32	4.0	-32	-4	21	27	-4	19
Cc1nnc(NC(=O)c2ccc(S(=O)(=O)N(C)c3ccccc3)cc2)s1	0	-1	-0.3	5	-4	10	13	-4	5
Cn1c(=O)c2c(O)c([N+](=O)[O-])c(=O)n(C)c2n(C)c1=O	-3	2	1.6	1	-3	4	2	-2	16
Cc1ccc(/C=C(\NC(=O)c2ccccc2)C(=O)N2CCCC2C(=O)O)cc1 (stereo unspecified)	-5	0	0.3	11	-4	17	14	5	15
CC(C)NC(=O)N(C)C[C@H]1Oc2c(NC(=O)Cc3ccccc3)cccc2C(=O)N([C@H](C)CO)C[C@@H]1C	2	2	0.3	-7	-3	13	25	-6	-3
O=C1C2CCCCN2C(=O)N1CCCN1CCN(c2ccc(F)cc2)CC1 (stereo unspecified)	-3	2	-0.5	-13	-2	16	6	-17	-9
CCN(CC)S(=O)(=O)c1cccc(-c2n[nH]c(=S)n2/N=C/c2ccc(OC)cc2)c1	0	-5	0.7	16	0	5	11	10	16
CC(C)NC(=O)NC(=O)COC(=O)c1ccc(F)cc1F	0	-1	-5.9	10	1	14	13	11	6
CCC(=O)NCCc1nc2cc(NC(=O)c3cccc([N+](=O)[O-])c3)ccc2n1C	-2	-1	7.8	8	-1	18	-13	-15	18
O=C(NCC1CCCO1)c1cccnc1Nc1ccccc1F (stereo unspecified)	2	7	-0.6	2	-6	14	18	1	1
CSc1nnc(Cn2c(=O)sc3ccccc32)n1-c1ccccc1C	-1	1	-0.8	10	-1	12	-6	-1	12
Oc1cccc(CN2CCCCC2)c1	-2	1	0.5	2	0	-2	-18	9	4
O=C(CN1CCN(C2CCCCC2)CC1)c1ccc2cc[nH]c2c1	3	-1	0.4	-1	3	12	13	5	-2
Cc1cccc(NC(=O)CCn2c(=O)oc3ccccc32)c1	-1	-1	-0.2	4	1	5	17	-10	8
CCN(CC)S(=O)(=O)c1ccc(/C=C/C(=O)OCC(=O)N(C(C)C)C(C)C)cc1	-2	2	-3.9	4	-2	-20	-5	10	15
O=C1OCCN1CCNCc1cn(-c2ccc(F)cc2)nc1-c1ccccc1Cl	-2	0	-1.9	5	-2	15	0	1	7
